Bioassay records deposited in PubChem by Sanford-Burnham Center for Chemical Genomics.
mIAP activ: mouse IAP activation; muIAP, CDP-Star luminescence, 30 min; stronger effect = higher value; 1 = vehicle-only enzyme signal, 0 = enzyme-free wells; activation factor at 10 µM; actives 0.24% (n = 330,000); AID 2805;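 active = activation factor of at least 2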; also: the source names both 10 and 20 µM as test concentration; values of inactives mirror those of a sister screen read the other way
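Assay system: mouse IAP enzyme / Compound: DMSO-dissolved test compounds / Timing: 30 min, room temperature / Measured by: luminescence from enzymatic CDP-Star hydrolysis / Control set: DMSO-only wells, enzyme-free buffer wells as negative control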
PfGluPho inh: PfG6PD (Plasmodium falciparum) enzyme inhibition. AID 504690. inhibition, % at 20 µM. actives 0.78% (n = 350,000). PfGluPho enzyme, NADPH resazurin-diaphorase fluorescence;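 active = inhibition reaching at least a set limit at 20 µM in the primary screen, cut at about 59% in these data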;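 also: 0% = DMSO wells with substrate and 100% = DMSO wells lacking glucose-6-phosphate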
HKDC1 inh: HKDC1 (human) hexokinase inhibition. recombinant HKDC1, G6PDH/diaphorase resazurin coupled fluorescence. actives 0.16% (n = 340,000). Q2TB90. inhibition, % at 20 µM;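 active = inhibition above about 35% when tested at 20 µM, limit read from the data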;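 also: plate controls were DMSO wells with enzyme for no effect and DMSO wells lacking enzyme for full effect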
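test system = in-house recombinant HK5 (HKDC1) enzyme | amount = HKDC1 at 5 µg/mL | control set = DMSO-enzyme wells negative, buffer-substituted wells positive | compound = one dose of 20 µM, 1% DMSO | schedule = reaction time 90 min, room temperature, protected from light | technique = resorufin fluorescence at 613 nm | reagent = glucose with 1 mM ATP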
hIAP inh: human IAP inhibition. purified IAP, CDP-Star luminescence, 30 min. inhibition, % at 10 µM. P09923. actives 0.12% (n = 330,000);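 active = inhibition reaching a set limit with compound at 10 µM in the primary screen, cut at about 35% in these data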;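 also: plate controls were DMSO wells with enzyme for no effect and no-enzyme buffer wells for full effect; values of inactives mirror those of a sister screen read the other way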
A3A deaminase: human APOBEC3A DNA deaminase inhibition | recombinant A3A, FAM/TAMRA ssDNA deamination fluorescence | inhibition, % at 20 µM | actives 0.41% (n = 330,000);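 active = at least 40% inhibition at 20 µM here, with at most 30% in a related deaminase screen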;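 also: plate controls were A3A with DMSO for no effect and wells lacking A3A enzyme for full effect; some results filed as inactive read as strong as hits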
Target sequence (P31941 whole entry, looked up): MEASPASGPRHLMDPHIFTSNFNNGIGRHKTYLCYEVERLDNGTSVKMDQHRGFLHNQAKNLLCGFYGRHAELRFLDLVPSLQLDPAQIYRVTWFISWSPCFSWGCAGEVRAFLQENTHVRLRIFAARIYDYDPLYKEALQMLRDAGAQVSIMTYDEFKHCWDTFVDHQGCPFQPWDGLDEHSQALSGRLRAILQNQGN
ATG4B inh: inhibitors of human ATG4B cysteine protease. Q9Y4P1. ATG4B cleavage of LC3-PLA2, NBD-HPC fluorescence, 1 h. inhibition, % at 8.33 µM. actives 0.51% (n = 340,000). AID 504462; in the data active = inhibition above about 40%
Target sequence (Q9Y4P1 whole entry, looked up): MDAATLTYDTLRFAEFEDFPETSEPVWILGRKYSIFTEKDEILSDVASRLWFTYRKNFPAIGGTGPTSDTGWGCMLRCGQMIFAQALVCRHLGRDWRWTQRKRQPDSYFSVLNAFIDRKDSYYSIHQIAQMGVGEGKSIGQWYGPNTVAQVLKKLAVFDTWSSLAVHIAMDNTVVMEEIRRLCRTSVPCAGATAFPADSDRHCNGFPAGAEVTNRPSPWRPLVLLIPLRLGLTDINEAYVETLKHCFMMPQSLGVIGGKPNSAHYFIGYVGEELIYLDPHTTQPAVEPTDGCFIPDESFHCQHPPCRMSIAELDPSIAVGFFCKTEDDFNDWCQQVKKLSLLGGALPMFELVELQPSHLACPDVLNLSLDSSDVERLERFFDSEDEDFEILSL
mIAP inh: mouse IAP inhibition; inhibition, % at 10 µM; actives 0.2% (n = 330,000); purified mouse IAP, CDP-Star luminescence, 30 min;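 active = inhibition of at least 40% at 10 µM in the primary screen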;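 also: plate controls were DMSO with enzyme for no effect and no enzyme wells for full effect; values of inactives mirror those of a sister screen read the other way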
hIAP activ: human IAP activation; P09923; purified human IAP, CDP-Star luminescence, 30 min; stronger effect = higher value; 1 = vehicle-only enzyme, 0 = enzyme-free background; activation factor at 10 µM; actives 0.16% (n = 330,000); AID 2524;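 active = activation factor of the enzyme at least 2-fold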; also: the source names both 10 and 20 µM as test concentration; values of inactives mirror those of a sister screen read the other way
* hit, by the source's call. Rows were taken by chance (roughly 2.4% active in at least one column).

mol | mIAP activ | PfGluPho inh | HKDC1 inh | hIAP inh | A3A deaminase | ATG4B inh | mIAP inh | hIAP activ
Cc1ccc(S(=O)(=O)N2CCCCC2)cc1NC(=O)c1ccccc1Cl | 0.94 | -16 | 0 | 11 | -1 | 0 | 6 | 0.89
Cc1sc2nc(CN3CCOCC3)nc(NS(=O)(=O)c3ccc4c(c3)OCCO4)c2c1C | 0.98 | -18 | -3 | 15 | -5 | -2 | 2 | 0.85
O=C(O)C1Sc2[nH]c(=O)sc2C2c3ccc(O)cc3OC(=O)C12 (stereo not given) | 0.61 | -6 | 1 | 0 | 9 | -5 | 39 | 1
CCOCCOC(=O)C(C)Oc1ccc(Oc2ncc(Cl)cc2Cl)cc1 (stereo not given) | 0.99 | -1 | 10 | 7 | -2 | 11 | 0 | 0.93
CCOc1ccc(C(=O)NC(Cc2ccccc2)C(=O)OC)cc1 (stereo not given) | 1.1 | -7 | -4 | 3 | 2 | 5 | -7 | 0.97
CCOC(=O)CN1c2ccccc2NC(=O)CC1C (stereo not given) | 0.95 | 13 | -1 | 0 | -2 | -5 | 5 | 1
COc1ccc(C2/C=C\CNCC(=O)N2Cc2ccc(F)cc2)cc1 (stereo not given) | 0.93 | -6 | -4 | -9 | 0 | 1 | 7 | 1.1
CN1C(=O)NC(NC(=O)c2ccco2)(C(F)(F)F)C1=O (stereo not given) | 0.86 | -8 | -7 | -10 | -1 | -2 | 14 | 1.1
COc1ccccc1/C=C/CN1CCN(Cc2ccc(F)cc2)C(CCO)C1 (stereo not given) | 1 | -10 | -2 | -10 | -2 | 9 | -4 | 1.1
Cc1nc2ccccc2c(=O)n1NC(=O)/C=C/c1ccccc1Cl | 0.91 | -15 | 9 | -4 | -3 | 5 | 9 | 1
CCn1c(SCC(=O)Nc2ccc(Br)cn2)nnc1C1CC1 | 1 | 19 | -7 | -7 | 6 | 1 | -3 | 1.1
CN(Cc1ccon1)Cc1cn(Cc2ccccc2)nc1-c1ccc2c(c1)OCO2 | 1.1 | -1 | -12 | 5 | 1 | -6 | -10 | 0.95
Cc1ccc(C)c(NC(=S)Nc2cccnc2)c1 | 0.87 | -18 | -6 | 13 | 3 | 6 | 13 | 0.87
O=C(O)CCC(=O)N1CCc2cc(S(=O)(=O)N3CC=C(c4ccccc4)CC3)ccc21 | 1 | -29 | 4 | -8 | -3 | 7 | -2 | 1.1
CCCCCOc1ccc(C(=O)OC(C)C(=O)NCc2ccco2)cc1 (stereo not given) | 0.96 | 10 | 2 | -8 | 3 | -2 | 4 | 1.1
NC1=NC(=O)/C(=C/c2ccc(Br)cc2)S1 | 0.99 | 7 | 3 | 6 | 0 | 3 | 1 | 0.94
COc1ccc(O)c(-c2cc(C(F)(F)C(F)F)nc(-c3ccccc3)n2)c1 | 1 | -20 | 6 | 17 | 2 | 5 | -5 | 0.83
O=C(CC1C(=O)NCCN1C(=O)Nc1ccc(F)cc1F)Nc1ccc(F)cc1 (stereo not given) | 1 | -5 | 0 | 1 | -1 | 4 | -5 | 0.99
CC(NC(=O)CCC(=O)c1ccccc1)c1ccc(F)cc1 (stereo not given) | 0.99 | 1 | -4 | -4 | 2 | -8 | 1 | 1
O=C(CSc1ncccn1)N/N=C/c1ccc2c(c1)OCO2 | 1 | -3 | 0 | 15 | 2 | -5 | -1 | 0.85
COC(=O)[C@H](CCSC)NC(=O)NCc1ccccn1 | 0.96 | -22 | -7 | 0 | -7 | 4 | 4 | 1
N=c1n(CCN2CCCC2)c2ccccc2n1CC(O)c1ccc(Cl)c(Cl)c1 (stereo not given) | 1.1 | 0 | 5 | -15 | -1 | 1 | -8 | 1.2
O=[N+]([O-])c1ccc(OCCN2CCCCCC2)cc1 | 0.98 | -8 | 15 | -2 | -3 | 2 | 2 | 1
C=CCn1c(SCC(C)=O)nc2scc(-c3ccco3)c2c1=O | 0.89 | 42 | 2 | -2 | 12 | -6 | 11 | 1
CCOC(=O)N1CCN(c2c(NCc3cccs3)c(=O)c2=O)CC1 | 1.1 | 10 | -7 | -22 | -4 | -6 | -8 | 1.2
CC(=O)NC1CCN(CC(=O)Nc2cccc([N+](=O)[O-])c2)CC1 | 0.95 | 15 | -16 | -17 | 1 | -10 | 5 | 1.2
CCC(Oc1ccccc1)C(=O)Nc1ccccc1N1CCCCC1 (stereo not given) | 1 | 31 | 0 | 4 | -2 | 4 | 0 | 0.96
Cc1ccc(S(=O)(=O)Nc2ccccc2F)cc1C(=O)NNC(=O)c1csc(N2CCOCC2)n1 | 0.82 | -12 | -3 | -79 | 0 | -2 | 18 | 1.8
O=C(COC(=O)CCOc1ccccc1)NCCc1ccccc1 | 1 | 6 | 1 | 0 | 1 | 8 | -3 | 1
Cc1c(N(CC(=O)O)S(=O)(=O)c2ccccc2)c(=O)n(-c2ccccc2)n1C | 1.1 | 0 | -20 | 11 | 1 | 8 | -10 | 0.89
O=C(CNC(=O)CNC(=O)c1ccc(Cl)cc1Cl)NCc1cccc(Cl)c1 | 0.98 | 8 | -4 | 5 | 39 | 2 | 2 | 0.95
COc1ccc(N(CC(=O)NCc2ccc(F)cc2)C(=O)Cn2nnc(-c3ccc(C)o3)n2)cc1OC | 0.94 | 2 | -4 | 8 | -5 | -13 | 6 | 0.92
COc1cc(C(=O)Nc2ccc3c(c2)OCCO3)ccc1OC(F)F | 1 | 28 | -4 | -3 | -7 | 1 | 0 | 1
CCc1cc(=O)oc2cc(C)cc(OCC(=O)NCc3ccccn3)c12 | 0.93 | 7 | -1 | -7 | -4 | -1 | 7 | 1.1
COc1ccc(Nc2nc(NN)nc(C)c2[N+](=O)[O-])cc1 | 0.92 | 11 | 2 | 7 | 4 | 3 | 8 | 0.93
O=C(C1COc2ccccc2O1)N1CCN(Cc2ccc(Br)cc2F)CC1 (stereo not given) | 0.93 | -7 | -5 | 10 | 0 | 9 | 7 | 0.9
Cc1n[nH]c(=O)nc1NCc1ccccc1Cl | 1 | -10 | -6 | 0 | -2 | -9 | -1 | 1
Cc1ccc(NC(=O)N2CCCC2C(=O)NCc2ccc3c(c2)OCO3)cc1 (stereo not given) | 0.95 | 5 | 3 | 9 | 0 | 1 | 5 | 0.91
O=C(NC(=S)Nc1ccc2oc(-c3cccnc3)nc2c1)c1cccc(Cl)c1 | 0.92 | -2 | -3 | -16 | -2 | 5 | 8 | 1.2
O=C(NC1CCCC1)C(c1ccccn1)N(C(=O)c1csnn1)c1ccccc1Cl (stereo not given) | 1 | -13 | -6 | 2 | -4 | -1 | 0 | 0.98

By substructure, the compounds so far with a nitro group on carbon.
mol | mIAP activ | PfGluPho inh | HKDC1 inh | hIAP inh | A3A deaminase | ATG4B inh | mIAP inh | hIAP activ
O=[N+]([O-])c1ccc(OCCN2CCCCCC2)cc1 | 0.98 | -8 | 15 | -2 | -3 | 2 | 2 | 1
CC(=O)NC1CCN(CC(=O)Nc2cccc([N+](=O)[O-])c2)CC1 | 0.95 | 15 | -16 | -17 | 1 | -10 | 5 | 1.2
COc1ccc(Nc2nc(NN)nc(C)c2[N+](=O)[O-])cc1 | 0.92 | 11 | 2 | 7 | 4 | 3 | 8 | 0.93

(more compounds)
mol | mIAP activ | PfGluPho inh | HKDC1 inh | hIAP inh | A3A deaminase | ATG4B inh | mIAP inh | hIAP activ
CNC(=O)CCSSCCC(=O)NC | 0.98 | -9 | 1 | 4 | 1 | -2 | 2 | 0.96
COc1ccc(CNC(=O)[C@H](CCSC)NC(=O)N2CCn3c2nc2ccccc23)cc1 | 1 | 9 | 1 | -17 | -6 | -17 | 0 | 1.2
CCN(CC)C1=N/C(=C\c2ccc(OC)cc2)C(=O)N1c1ccccc1 | 0.91 | 11 | -7 | 11 | 3 | 10 | 9 | 0.89
O=C(CC1C(=O)N(Cc2ccccc2)C(=S)N1CCN1CCOCC1)Nc1ccc(F)cc1 (stereo not given) | 1 | 1 | -8 | -7 | -1 | 3 | -1 | 1.1
COC(=O)CN1C(=O)NC2(CCCc3ccccc32)C1=O (stereo not given) | 1.1 | 12 | 8 | -4 | 6 | -7 | -12 | 1
COc1ccc(N2C(=O)CC(NC34CC5CC(CC(C5)C3)C4)C2=O)c(OC)c1 (stereo not given) | 1.2 | 0 | 8 | 1 | -2 | -1 | -16 | 0.99
COc1cc(/C=C2\SC(=O)N(CCNC(=O)c3sc4cc(F)ccc4c3Cl)C2=O)cc(OC)c1OC | 0.91 | -15 | 1 | 9 | 0 | 2 | 9 | 0.91
CCN(CC)S(=O)(=O)c1cccc(NC(=O)c2ccc(-n3nc(C)cc3C)cc2)c1 | 0.86 | 11 | 2 | -19 | -4 | 5 | 14 | 1.2
Cc1nonc1C(=O)N/N=C/c1ccc(O)cc1 | 0.99 | -4 | -16 | 1 | -1 | -4 | 1 | 0.99
C=CCN1C(=O)/C(=C2/Sc3ccc(OC)cc3N2C)SC1=NCc1ccccc1 | 1.1 | -5 | -5 | -2 | -4 | -1 | -14 | 1
COc1ccc(OC)c(/C=N/NC(=O)c2nnn(-c3nonc3N)c2-c2cccs2)c1 | 0.94 | 50 | -5 | 6 | -1 | -12 | 6 | 0.94
N#Cc1nc(-c2ccc(Cl)cc2)oc1NCCc1ccccn1 | 0.96 | 0 | -7 | 13 | -5 | -6 | 4 | 0.87
C=CCOc1c(CNc2ncn[nH]2)cccc1OC | 1 | -5 | -3 | -27 | -1 | -2 | 0 | 1.3
Cn1c(=O)cc(SCC(=O)NCc2ccc(F)cc2)c2ccccc21 | 1 | 11 | -3 | -15 | -1 | -8 | 0 | 1.2
COc1ccccc1N(CC(=O)NC1CCCCC1)C(=O)CCC(=O)Nc1ccccn1 | 0.93 | 14 | -6 | -52 | 0 | -6 | 7 | 1.5
O=C(NC1CC1)c1sc2ccccc2c1Cl | 0.96 | 11 | -4 | 8 | -1 | -8 | 4 | 0.92
Cc1cc(C)nc(NC(=O)/C=C/c2cccs2)c1 | 0.96 | 19 | -2 | -1 | -3 | 9 | 4 | 1
CN(Cc1ccco1)C(=O)C1CCC(=O)N1Cc1ccc(F)cc1 (stereo not given) | 0.95 | -6 | -9 | -11 | 1 | -9 | 5 | 1.1
COc1ccc(OCc2nc3ccc(S(=O)(=O)Nc4ccccc4Cl)cc3[nH]2)cc1 | 0.85 | -8 | -13 | 9 | -1 | -4 | 15 | 0.91
C/C(=N\NC(=O)c1ccncc1)c1cc2ccccc2oc1=O | 0.98 | 4 | -4 | 1 | -3 | 12 | 2 | 0.99
CCn1c(CNc2ccc(OC)cc2)nnc1SCC(=O)c1ccc(OC)cc1 | 0.96 | 1 | -1 | 18 | 0 | -12 | 4 | 0.82
CC(C)C[C@@H]1CN=C(N)N1C[C@@H]1CCCN1C[C@@H](C(C)C)N1C[C@@H](Cc2ccccc2)N(CCc2ccc(Cl)c(Cl)c2)C1=N | 1.1 | -4 | 0 | 2 | -3 | 8 | -12 | 0.98
CCOc1ccc(NC(=S)N2CCC(N(C)CC3CCCO3)CC2)cc1 (stereo not given) | 1 | -4 | -9 | -4 | 1 | -9 | -5 | 1

Three of the entries above in order of their number in HKDC1 inh, highest first.
mol | mIAP activ | PfGluPho inh | HKDC1 inh | hIAP inh | A3A deaminase | ATG4B inh | mIAP inh | hIAP activ
COc1ccc(N2C(=O)CC(NC34CC5CC(CC(C5)C3)C4)C2=O)c(OC)c1 (stereo not given) | 1.2 | 0 | 8 | 1 | -2 | -1 | -16 | 0.99
Cn1c(=O)cc(SCC(=O)NCc2ccc(F)cc2)c2ccccc21 | 1 | 11 | -3 | -15 | -1 | -8 | 0 | 1.2
C/C(=N\NC(=O)c1ccncc1)c1cc2ccccc2oc1=O | 0.98 | 4 | -4 | 1 | -3 | 12 | 2 | 0.99
